Source: PubChem BioAssay (several laboratories)
Autophagy mod – autophagy modulation, high-content screen; MEF GFP-LC3 puncta imaging; test concentration mostly 10 µM; calls only at 10 µM (by protocol); 190,000 tested, 0.98% active;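 active means percentage of spot-positive cells more than 3 SD above its plate mean, without a fluorescence outlier flag or 80% toxicity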;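 further: spot-positive cell cutoff set from DMSO-treated cells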
Lipid droplet – hepatic lipid droplet formation modulation. AML12 mouse hepatocytes, oleate lipid droplets, BODIPY imaging. inhibition, % at 6.5 µM. 240,000 tested, 0.4% active. AID 1656;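 active means lipid droplet intensity inhibited by at least 50%, with more than 500 cells counted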
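Assay system: AML12 mouse liver cells | Compound dosing: One dose, 6.5 µM compound | Read-out basis: Droplet intensity reduction, % inhibition | Measured by: Fluorescence imaging, 20x objective, two fields per well | Schedule: Overnight treatment with compound plus oleate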
Dynein transport – blocks dynein driven cargo transport along microtubules; 3617.4 mouse cells, GR-EGFP nuclear translocation imaging; test concentration mostly 20 µM; stimulated with dexamethasone, 1 µM; hits give low values; z-score, hits read low; 220,000 tested, 0.47% active;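 active means plate z-score of nuclear minus cytoplasmic receptor signal below a set negative limit, without overly bright fluorescence or cell loss, cut at about -3.5 in these data, passing the limit was not always enough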;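 further: z-score of nuclear minus cytoplasmic ring GR-EGFP intensity difference per well; some compounds called inactive have numbers as strong as hits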
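Buffer or medium: tet-free, stripped-serum medium; Also added: dexamethasone, 1.0 µM final; Technique: high-content fluorescence imaging after fixation; Times: 48 h induction, 1 h compound, 30 min dex at 37 °C; Read-out: per-cell GR-EGFP intensity, nucleus versus surrounding cytoplasmic ring, well-averaged.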
XIAP antagonists – small molecules displacing peptide from XIAP – biochemical, IAP family, fluorescence polarization (AID 1018). 200,000 tested, 0.007% active. one-dose displacement, % at 20 µM; IC50 in µM for titrated hits. XIAP BIR domain, fluorescence polarization peptide displacement; higher % means a stronger effect; in the data active means displacement above about 50%; further: a part of the inactive calls stands beside numbers as strong as those of hits
CSM14.1 death rescue – rescue of cells from ER stress-induced death, primary screen, 384-well, CSM14.1, thapsigargin, ATP luminescence (AID 1222) | cellular ATP content (survival), % at 20 µM, or EC50 in µM where a hit was titrated | CSM14.1 thapsigargin-induced death rescue, ATP luminescence; higher % means a stronger effect | 190,000 tested, under 10 active;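 active means EC50 below 50 µM in the dose-response confirmation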;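 further: death triggered by thapsigargin at about 15 µM added after 2 h compound pretreatment; cell ATP read after overnight thapsigargin exposure of roughly 18 to 22 hours; normalized against plate controls of thapsigargin alone and 5% DMSO vehicle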
Insulin prom up – MIN6 insulin promoter up-regulation; MIN6 insulin promoter-GFP reporter, high-content imaging; hits give high values; z-score at 5 µM; 190,000 tested, 0.3% active;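 active means z-score above 3 at 5 µM with at least 500 cells counted in the well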
b-catenin transl – beta-catenin nuclear translocation modulation; HeLa beta-catenin nuclear translocation, immunofluorescence imaging; nuclear translocation activity, % at 5 µM; 190,000 tested, 0.3% active; AID 1665;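 active means nuclear translocation activity above 50% at 5 µM, with a well cell count of 50 or more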;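 further: per-cell ratio of nuclear to cytoplasmic median beta-catenin stain intensity; plate controls were DMSO negative control for no effect and GSK-3 inhibitor IX positive control for full effect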
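test system = HeLa cells, endogenous beta-catenin | dosing = single 5 µM dose plus 0.02–20 µM confirmation series | times = compound treatment 24 h, 37°C, 5% CO2 | technique = beta-catenin immunofluorescence imaging with DAPI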
WT yeast gro inh – growth inhibition of WT yeast, mitochondrial fusion screen; mitochondrial fusion phenotypic screen, WT strain; inhibition, % at 10 µM; 190,000 tested, 2.1% active; AID 1362; in the data active means inhibition above about 58%; tested in S. cerevisiae
MT stabilize HCS – microtubule stabilization, imaging screen; HeLa tubulin immunostaining HCS, 24 h; share of cells brighter than vehicle mean+2SD; AID 2205; % tubulin-high responders, % at 10 µM; 200,000 tested, 0.83% active;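 active means plate Z-score above 3 for both tubulin-high and condensed-nucleus cell shares, with cell loss under 80%, at 10 µM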;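 further: anti alpha tubulin signal scored within the nucleus-defined area of each cell; some results filed as inactive read as strong as hits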
WT yeast gro inh mutant strain – further read-out of WT yeast gro inh, marked with its call; inhibition, %; mitochondrial fusion phenotypic screen, mutant strain inhibition
Dynein transport cytoplasmic EGFP – recorded beside Dynein transport, whose call it bears; z-score; measured here: cytoplasmic GR-EGFP intensity; hits give high values
Dynein transport nuclear GR-EGFP – further read-out of Dynein transport, marked with its call; z-score; measured here: nuclear GR-EGFP intensity;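 lower value marks the stronger effect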
Dynein transport cell count – recorded beside Dynein transport, whose call it bears; z-score; measured here: cell count per field
Insulin prom up cell count – further read-out of Insulin prom up, marked with its call; cell count; measured here: cytotoxicity, nuclei count;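 total cells summed across four imaged fields per well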
Lipid droplet cells 6.5 µM – second read-out of Lipid droplet, no call of its own (marks repeat the call); cell count; measured here: cell count, cytotoxicity flag;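 cells counted across two imaged fields per well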
b-catenin transl cell count 5 µM – recorded beside b-catenin transl, whose call it bears; cell count; measured here: cell count, cytotoxicity flag
MT stabilize HCS Hoechst-high % – recorded beside MT stabilize HCS, whose call it bears; % Hoechst-high responders; measured here: nuclear condensation Hoechst responders;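 share of cells brighter than vehicle mean plus two SD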
MT stabilize HCS cytotoxicity % – further read-out of MT stabilize HCS, marked with its call; toxicity, %; measured here: cytotoxicity by cell density;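 0% = mean cell density of plate MIN control wells and 100% = no cells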
Autophagy mod cell loss 18 h – recorded beside Autophagy mod, whose call it bears; toxicity, %; measured here: cell loss, nuclei count;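 cell loss after 18 h compound exposure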
An asterisk follows results filed as active; i = inactive; / = not tested or not shown; + = active, no number.

#	structure	Autophagy mod	Autophagy mod cell loss 18 h	Lipid droplet	Lipid droplet cells 6.5 µM	Dynein transport	Dynein transport cytoplasmic EGFP	Dynein transport nuclear GR-EGFP	Dynein transport cell count	XIAP antagonists	CSM14.1 death rescue	Insulin prom up	Insulin prom up cell count	b-catenin transl	b-catenin transl cell count 5 µM	WT yeast gro inh	WT yeast gro inh mutant strain	MT stabilize HCS	MT stabilize HCS Hoechst-high %	MT stabilize HCS cytotoxicity %
1	Cc1cccc(OCc2nnc(SCC(=O)N(C(C)C)C(C)C)n2Cc2ccco2)c1C	i	4	/	/	-1.7	-0.065	-0.59	0.29	-4.3%	3.6%	-0.38	1159	-3.1	873	27	6	5.8	3.0	4.3
2	Nc1ccccc1-c1nc2ccccc2s1	i	0	1	646	0.26	-0.15	-0.11	-0.83	-6.1%	-1.3%	0.42	1390	-0.8	1558	-22	9	3.5	1.7	6.6
3	Cc1ccc(S(=O)(=O)N2CCN(C(=O)c3ccccc3)C2)cc1[N+](=O)[O-]	i	5	5	733	-0.61	-0.26	-0.3	0.43	-8.2%	-0.8%	0.33	1183	-0.1	1153	-7	-5	3.3	3.6	5.8
4	O=C(NCc1n[nH]c(=S)n1-c1ccccc1)c1ccco1	i	-4	2	743	-0.47	-0.037	-0.85	-0.31	-16%	-2.7%	/	/	1.5	473	-12	7	2.7	1.5	12
5	Cc1ccn2c(C(=O)N/N=C\c3ccc4c(c3)OCO4)c(C)nc2c1	i	-4	-1	629	0.48	0.018	0.59	-0.84	-8.8%	-0.1%	0.71	1363	8.4	984	-11	10	2.3	3.3	3.5
6	CCOC(=O)C1CCN(C(=O)c2ccc(NS(=O)(=O)c3ccc(F)cc3C)cc2)CC1	i	5	7	694	1.2	-0.27	0.22	-0.66	3.1%	-0.1%	/	/	1.9	930	-9	8	3.4	1.8	11
7	CC(=O)Nc1ccc(NC(=O)Nc2cc(C)cc(C)c2)cc1	/	/	3	780	0.064	-0.22	0.99	-0.8	/	/	-0.41	1034	-0.1	1303	/	/	/	/	/
8	O=C(CSc1nnc(Cn2c(=O)sc3ccccc32)n1-c1ccccc1)Nc1nccs1	i	14	12	642	0.41	-0.15	0.34	-0.49	-10%	/	1	1411	-1.4	1068	9	0	3.4	0.5	3.0
9	O=C(c1cccs1)N1N=C(c2ccc(O)cc2)CC1c1ccccc1 (stereo not drawn)	i	2	3	625	1.6	-0.29	0.43	-0.58	-2.2%	0.9%	0.91	1426	-3.4	507	14	-6	2.6	3.1	13
10	O=C(C1CC12CCCC2)N1CCC(CO)(Cc2ccccc2Cl)CC1 (stereo not drawn)	i	11	4	714	-1.2	-0.17	-0.82	0.092	-11%	0.8%	/	/	-0.3	784	18	2	2.7	2.0	3.8
11	CC(=O)c1sc(C(C)(C)C)cc1NC(=O)CCC(=O)O	/	/	2	676	-0.75	-0.06	-0.27	0.87	/	/	-0.5	1098	-1.1	1343	/	/	/	/	/
12	CN1/C(=C/c2cc[n+](C)c3ccccc23)C=Cc2ccccc21	i	31	-71	500	0.13	-0.17	0.22	-0.87	-18%	-3.3%	/	/	-8.1	509	91*	87*	9.4	0.6	20
13	COc1cc(NC(=O)c2ccc(NS(=O)(=O)c3c(C)noc3C)cc2)cc(OC)c1	i	9	/	/	1.2	-0.16	0.96	-1.2	-2.5%	-0.1%	0.95	1607	-1.0	976	-11	20	1.4	2.5	9.9
14	Cc1ccc(OC(=O)NC2CCS(=O)(=O)C2)cc1C (stereo not drawn)	i	-2	-8	703	-0.64	0.21	-0.12	1.7	32%	-2.5%	0.14	1281	/	/	-3	-4	2.0	3.0	25
15	CN1C=CC=C/C1=C1\SC(=S)N(c2ccccc2)C1=O	i	-5	/	/	-0.3	0.35	-0.16	0.73	-2.5%	-1.3%	-0.17	1473	-1.6	1309	66*	-4.2*	1.4	1.0	4.0
16	CCNc1nc(NCC)nc(N/N=C/c2cc(OC)c(OC)c(OC)c2)n1	/	/	29	698	-0.62	-0.26	0.32	-0.41	/	/	-0.36	1104	-0.8	1291	/	/	/	/	/
17	O=C(COC(=O)c1ccc(Cl)c(Cl)c1)Nc1cccnc1Cl	i	5	0	648	-0.42	-0.29	-0.47	0.48	-9.3%	-1.5%	0.87	1430	-1.5	975	2	9	1.3	2.9	9.6
18	COc1ccc(OCC(=O)NNC(=O)c2cccc(C)c2)cc1	i	2	-2	694	-0.24	-0.38	-0.14	-0.088	-2.7%	2.9%	-0.52	1283	-0.2	1063	-16	3	2.5	2.5	2.7
19	O=C1CCCc2c1cc(C(=O)NCCCN1CCOCC1)c(=O)n2-c1ccc(Cl)cc1	/	/	3	547	2.8	-0.044	2	-0.94	-9.2%	/	-0.15	1375	1.6	1052	16	3	7.9	2.8	7.0
20	O=C(CCc1ccc(S(=O)(=O)NCc2ccccc2)cc1)NCc1cccnc1	i	4	5	706	-0.66	-0.28	-0.59	1.1	5.8%	1.2%	0.96	1285	/	/	-21	-6	2.9	3.0	6.3
21	Cc1ccc(S(=O)(=O)NCc2c(Cl)cccc2Oc2ccccc2)cc1	/	/	-30	694	0.55	-0.23	0.73	0.021	/	/	-0.04	1075	0.2	1267	/	/	/	/	/
22	O=C(Cn1nnc(-c2ccccc2-n2cnnn2)n1)c1ccccc1	i	-1	-4	608	0.55	-0.2	0.69	-0.43	-8.0%	/	0.64	1201	/	/	-1	-1	2.4	2.3	6.8
23	CCOc1ccccc1CN1CCN(Cc2csc(C(C)=O)c2)CC1CCO (stereo not drawn)	i	8	-13	699	0.21	-0.093	0.25	-0.18	-4.0%	0.0%	1.3	1493	0.8	1121	0	-2	3.5	2.9	4.9
24	CNC(=O)CSc1nnnn1-c1ccc2c(c1)OCCO2	i	-4	13	737	0.33	-0.26	0.18	-0.066	-13%	-1.7%	1.1	1202	-1.5	926	0	-6	3.0	1.5	3.7
25	CCCc1nc(NCc2ccccc2)c(C#N)c2c1CCCC2	i	4	0	645	-0.37	-0.3	-0.41	0.32	-4.8%	0.2%	-0.02	1294	-1.3	520	-7	0	3.4	3.2	6.0
26	COc1ccc(C(=O)N/N=C/c2cc3ccccc3[nH]c2=O)cc1	i	-8	3	686	1.3	-0.27	-0.12	-0.26	-6.2%	0.1%	-0.53	1154	-1.5	1095	6	2	4.5	0.8	2.0
27	O=C(CN1CCN(c2ccc(O)cc2)CC1)Nc1cc([N+](=O)[O-])ccc1Cl	+	43*	-9	561	0.26	-0.18	0.18	-0.42	-4.0%	2.5%	0.5	1393	-0.6	935	2	9	5.0	1.2	10
28	O=[N+]([O-])c1ccc(Cl)c(S(=O)(=O)n2ccnc2)c1	/	/	29	732	-0.36	-0.23	0.23	-0.59	/	/	-1.2	1025	1.0	1302	/	/	/	/	/
29	Cc1ccnc(NS(=O)(=O)c2ccc(NC(=O)C(C)(C)C)cc2)n1	/	/	10	706	0.0025	-0.24	0.41	0.21	/	/	-0.37	938	-0.5	1322	/	/	/	/	/
30	Cc1ccc2cc(C#N)c(SCC(=O)N3CCCc4ccccc43)nc2c1	i	2	-1	659	0.5	-0.18	0.45	-0.69	-6.0%	-2.2%	0	1278	-2.1	969	-8	-5	4.8	3.2	8.3
31	Cc1ccccc1CS(=O)(=O)Cc1ccc(C(=O)NCC2CCCO2)o1 (stereo not drawn)	i	8	/	/	-0.3	-0.27	-0.24	0.6	-2.1%	1.2%	-0.14	1058	/	/	-10	-2	2.5	1.1	4.4
32	CCc1ccccc1NCC(=O)Nc1ccc(Cl)c(C(F)(F)F)c1	i	6	5	608	0.023	-0.2	-0.14	0.46	-20%	0.3%	-0.83	1163	2.8	848	80*	79*	3.0	2.2	3.6
33	NC(=O)NC(=O)COC(=O)c1cccc(S(=O)(=O)N2CCCCCC2)c1	/	/	0	687	-0.65	-0.76	-0.57	0.23	/	/	-0.27	1058	-0.4	1357	/	/	/	/	/
34	O=C(NCCN1CCOCC1)c1ccc(CS(=O)(=O)c2ccc(Br)cc2)o1	i	3	/	/	-0.13	-0.041	0.13	-0.32	/	/	/	/	/	/	-11	-3	6.4	2.5	3.1
35	Cc1cc(NC(=O)CSc2nnc(-c3cccnc3)n2N)no1	i	-15	-3	735	1.3	0.35	1.2	-1.9	-3.7%	-0.1%	-0.68	740	-4.9	1152	-18	-7	2.4	1.6	6.8
36	O=C1c2ccc3c4c(ccc(c24)C(=O)N1c1cccc(O)c1)CC3	i	-9	-21	716	-1.3	-0.16	-0.7	1.1	-10%	-0.7%	0.1	1615	-3.7	1061	-9	-5	1.8	1.2	3.6
37	COc1ccccc1C1=Nn2c(COc3ccccc3)nnc2SC1	i	1	10	656	-0.51	1.5	0.25	0.02	-6.8%	-1.4%	-0.14	1184	-0.3	990	9	7	3.6	3.5	8.0

Quoted at random: 2 records from the list, in no set order.
#	structure	Autophagy mod	Autophagy mod cell loss 18 h	Lipid droplet	Lipid droplet cells 6.5 µM	Dynein transport	Dynein transport cytoplasmic EGFP	Dynein transport nuclear GR-EGFP	Dynein transport cell count	XIAP antagonists	CSM14.1 death rescue	Insulin prom up	Insulin prom up cell count	b-catenin transl	b-catenin transl cell count 5 µM	WT yeast gro inh	WT yeast gro inh mutant strain	MT stabilize HCS	MT stabilize HCS Hoechst-high %	MT stabilize HCS cytotoxicity %
37	COc1ccccc1C1=Nn2c(COc3ccccc3)nnc2SC1	i	1	10	656	-0.51	1.5	0.25	0.02	-6.8%	-1.4%	-0.14	1184	-0.3	990	9	7	3.6	3.5	8.0
36	O=C1c2ccc3c4c(ccc(c24)C(=O)N1c1cccc(O)c1)CC3	i	-9	-21	716	-1.3	-0.16	-0.7	1.1	-10%	-0.7%	0.1	1615	-3.7	1061	-9	-5	1.8	1.2	3.6
